# From PubChem BioAssay
# GPR151 activ – activators of human GPR151; Q8TDV0; PathHunter beta-arrestin GPR151 cells, luminescence; activation, % at 11.2 µM; 650,000 tested, 1% active; in the data active means activation above about 4.9%;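 further: 0% = median of compound wells and 100% = cells with positive control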
# TEAD-YAP inh – TEAD-YAP interaction inhibition; HEK-TIYL cells, TEAD-Gal4/YAP UAS-luciferase luminescence; inhibition, % at 9.12 µM; AID 1259422; 640,000 tested, 1.4% active; in the data active means inhibition above about 32%;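 further: 0% = median of test compound wells and 100% = reference inhibitor wells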
# MITF inh – blocks human microphthalmia-associated transcription factor | O75030 | AlphaScreen MITF homodimerization, bead proximity signal | inhibition, % at 2.6 µM | 650,000 tested, 0.91% active | AID 1259374; in the data active means inhibition above about 50%;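 further: 0% = vehicle wells with protein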
# FBW7 act – human FBW7 E3 ligase activation, primary screen. AID 1259310. normalized activity (activation), % at 26.1 µM. AlphaScreen FBW7–phospho-cyclin E peptide binding, activator screen. 650,000 tested, 0.13% active. Q969H0; in the data active means normalized activity above about 1.9%;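 further: purified mutant Fbw7 with reduced substrate affinity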
# Target sequence (Q969H0 whole entry, looked up): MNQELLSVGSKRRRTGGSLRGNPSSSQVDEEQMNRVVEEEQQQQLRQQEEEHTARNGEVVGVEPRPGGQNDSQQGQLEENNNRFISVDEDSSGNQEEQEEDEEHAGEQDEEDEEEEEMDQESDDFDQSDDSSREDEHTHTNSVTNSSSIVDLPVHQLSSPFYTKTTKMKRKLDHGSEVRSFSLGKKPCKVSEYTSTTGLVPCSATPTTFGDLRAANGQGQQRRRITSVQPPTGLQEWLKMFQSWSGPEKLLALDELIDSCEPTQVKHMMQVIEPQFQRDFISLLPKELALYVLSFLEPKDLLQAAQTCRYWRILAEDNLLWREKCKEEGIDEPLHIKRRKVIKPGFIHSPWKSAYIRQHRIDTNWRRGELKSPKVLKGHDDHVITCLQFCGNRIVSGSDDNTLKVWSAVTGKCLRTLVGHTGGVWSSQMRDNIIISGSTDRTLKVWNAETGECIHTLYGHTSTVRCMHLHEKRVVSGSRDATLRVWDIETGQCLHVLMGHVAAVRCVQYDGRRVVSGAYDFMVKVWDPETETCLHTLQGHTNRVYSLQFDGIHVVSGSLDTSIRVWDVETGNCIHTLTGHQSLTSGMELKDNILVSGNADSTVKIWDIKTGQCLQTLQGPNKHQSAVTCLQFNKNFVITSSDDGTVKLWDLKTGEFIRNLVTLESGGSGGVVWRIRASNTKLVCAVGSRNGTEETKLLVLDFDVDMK
# Numbers without * were called inactive.
mol	GPR151 activ	TEAD-YAP inh	MITF inh	FBW7 act
Cc1ccc(N2C(=O)CSC2c2cccc(Br)c2)cc1F (configuration not stated)	-1.3	-2	1	0.3
COc1cccc(OC)c1OCCCn1c(-c2ccc(Br)cc2)nc2ccccc2c1=O	0.5	-2	2	0.3
CCOc1cc(/C=N/NC(=O)c2ccncc2)cc(I)c1O	-1.5	1	-7	-0.1
O=C(Nc1cc(C(=O)N2CC=C(c3ccccc3)CC2)ccc1N1CC2CC(C1)c1cccc(=O)n1C2)c1cccc(C(F)(F)F)c1 (configuration not stated)	-0.6	8	17	0.1
Fc1ccc(N/N=C/c2ccc3c(c2)OCO3)c(F)c1	-1.1	-39	5	-0.2
Cc1ccc(CCNC(=O)CCCNS(=O)(=O)c2ccc3c(c2)CCC(=O)N3)cc1	0.6	2	5	0.1
O=C(NCC(O)c1ccc(Br)cc1)c1cn(-c2cccc3c(=O)[nH]ccc23)nn1 (configuration not stated)	-1.2	2	22	0.1
Cc1ccc(S(=O)(=O)N(CC(=O)N(C)C)c2cc(Cl)ccc2C)cc1	2.2	8	6	0.1
CCOC(=O)C(C)NC(=O)c1cc2c(=O)[nH]c3ccc(C)cc3c2s1 (configuration not stated)	-0.5	10	21	0.2
O=C(c1cc(-c2ccc(F)cc2)c[nH]1)N1CCC2(CC1)OCCO2	2.2	-21	5	-0.2
CC1CC(C)CN(S(=O)(=O)c2ccc(C(=O)Nc3nc(-c4cc(Cl)sc4Cl)cs3)cc2)C1 (configuration not stated)	-1.0	2	4	0.2
Cc1ccc(CN2CCN(Cc3ccc(C#CCCO)cc3)CC2CCO)o1 (configuration not stated)	0.7	6	6	-0.1
CCOC(=O)c1ccc(NC(=O)CNS(=O)(=O)c2ccc(C)cc2)cc1	0.8	4	-1	0.0
CN(C)CCOc1cc(-c2cn[nH]c2)ccc1NC(=O)C1(C)COc2ccc(Cl)cc2C1 (configuration not stated)	-1.1	-7	6	0.5
COc1cccc(NC(=O)CCNS(=O)(=O)c2ccc(Br)s2)c1	-1.0	4	0	0.0
O=C(Nc1ccc(Oc2ccccc2)cc1)c1ccc2c(=O)n(Cc3cccc(Br)c3)c(=S)[nH]c2c1	-1.2	-3	14	0.3
COc1cc(C2Nc3ccc(C(=O)c4ccccc4)cc3NC3=C2C(=O)CCC3)cc(OC)c1O (configuration not stated)	-0.8	68*	-11	-0.1
CCOC(=O)C1=C(C)N=c2s/c(=C\c3ccc(O)cc3)c(=O)n2C1c1ccc2c(c1)OCO2 (configuration not stated)	0.5	-11	-10	-0.1
N#Cc1ccccc1OCC(=O)N/N=C/c1ccc(Br)cc1	0.8	5	-7	0.0
Cc1cc(C(=O)N2CCCC(CCC(=O)N3CCN(c4ccccn4)CC3)C2)c(C)o1 (configuration not stated)	0.7	9	9	0.1
O=C(Cc1noc2ccccc12)N1CCN(c2ccc([N+](=O)[O-])cc2)CC1	-1.1	5	23	0.0
Cc1cc(Nc2ccccc2)nc(Nc2ccccc2)n1	0.8	-61	2	0.1
CCN(CC)CCCNC(CC(=O)Nc1cccc([N+](=O)[O-])c1)C(=O)O (configuration not stated)	-0.1	4	-5	0.0
Cc1ccc(-c2nnc(CCC(=O)N3CCCC(c4ccccc4)CC3)o2)s1 (configuration not stated)	-0.5	-50	7	-0.2
CCOc1cc(/C=C2\N=C(c3ccc(C)cc3)OC2=O)cc(I)c1OC(C)=O	1.8	-1	2	0.0
Cc1ccc(-c2[nH]nc3c2C(c2cccc(OC(=O)c4cccs4)c2)C(C#N)=C(N)O3)cc1 (configuration not stated)	-0.3	1	14	0.5
Cn1c(NC(=O)c2ccccc2NC(=O)c2ccccc2)nc2ccccc21	1.4	9	-12	-0.1
COc1ccc(C2Oc3ccccc3C3=C2C(c2ccc(Cl)cc2)n2ncnc2N3)cc1 (configuration not stated)	-0.7	-1	15	0.2
Cc1cc(C)c(NC(=O)C2C(c3ccccc3)=C2c2ccccc2)c(C)c1	-1.0	8	11	0.6
C/C(=N\NC(=O)c1ccccc1O)c1ccc2c(c1)OCCO2	0.2	-38	10	0.1
O=C(Nc1ccccc1C(=O)N1CCOCC1)c1ccccc1Br	-1.1	0	22	0.8
O=C1CCCN1c1ccc(Cl)c(Cl)c1	-0.5	-3	12	0.4
Cc1cc(C)nc(NC(N)=NC(C)c2ccccc2)n1 (configuration not stated)	0.8	12	-4	0.0
COc1ccccc1CNC(=O)Cn1nc(C(=O)N2CCOCC2)cc1C	2.1	-8	-5	0.1
COCCNC(=O)C(=O)N/N=C(\C)CC(=O)Nc1cccnc1	0.0	0	-1	-0.1
CCOc1ccc(NC(=O)Cn2nnc(-c3ccccc3NC(=O)CC)n2)cc1	0.1	9	11	0.1
COc1cc(CN2CCN(c3ccc(F)cc3)CC2)cc2c1OCO2	0.3	1	17	-0.1
CC1(C)Oc2ccc3ccc(=O)oc3c2/C(=C/Nc2cccc(O)c2)C1=O	-1.2	8	5	-0.1
O=C1NC2(CCCc3sccc32)C(=O)N1CCN1C(=O)c2ccccc2C1=O (configuration not stated)	1.6	9	-13	-0.1
CC(O)CNc1nc2c(c(=O)n(C)c(=O)n2C)n1Cc1ccccc1Cl (configuration not stated)	2.1	3	-7	0.0
c1ccc(CCNCC2OCc3ccccc3CO2)cc1	0.6	-4	1	-0.1
CCOC(=O)C1=C(C)OC(N)=C(C#N)C1c1cccc(C(F)(F)F)c1 (configuration not stated)	-1.2	-2	-1	0.1
COc1cc2sc(=NC(=O)c3ccc4ncsc4c3)n(C)c2cc1OC	-0.2	-12	9	0.2
N#CC1=C2N=C(N)c3c(sc4c3CCCCC4)N2C2=C(C(=O)CCC2)C1c1cccnc1 (configuration not stated)	-0.7	-2	10	-0.1
O=C(O)CCC(=O)NNC(=O)c1cccc(Br)c1	3.5	-1	-26	0.2
CCC(C)OC(=O)COc1ccc2c(=O)c(Oc3ccc(OC)cc3)coc2c1 (configuration not stated)	0.7	6	-5	-0.1
CC1(C)CC(=O)C2=C(C1)N(c1ccccc1F)C(N)=C(C#N)C2c1cccc([N+](=O)[O-])c1 (configuration not stated)	1.3	-1	2	-0.1
O=C(N/N=C\c1c(O)ccc2ccccc12)c1cc([N+](=O)[O-])cc([N+](=O)[O-])c1	-1.0	-4	2	-0.1
CN(C)C(CNS(=O)(=O)c1ccc(Cl)cc1)c1cccnc1 (configuration not stated)	0.1	6	2	-0.1
CCCn1c(=S)[nH]c2cc(Cl)ccc21	1.3	9	15	0.1

# Continuation.
# The line under a structure holds: GPR151 activ	TEAD-YAP inh	MITF inh	FBW7 act
- O=[N+]([O-])c1ccccc1/C=C/CN1CCN(Cc2ccc3c(c2)OCO3)CC1
    0.0	10	59*	0.0
- Cc1ccc(-c2ccc(OCCCN(C)C)nc2)cc1
    0.3	-3	1	-0.3
- COc1ccc(NC(=O)CSc2nc3ccsc3c(=O)n2Cc2ccc(C)cc2)c(OC)c1
    -1.3	16	1	-0.1
- COc1ccccc1N1C(=O)c2ccc(Oc3ccc(NC(=O)CCS(=O)(=O)c4ccc(Br)cc4)cc3)cc2C1=O
    0.9	7	9	0.2
- Cc1ccc(OCC(=O)N/N=C/c2sccc2C)cc1C
    1.1	3	6	0.0
- CC(C)c1cc(CNC(=O)CC2C(=O)NCCN2C/C=C/c2ccccc2)on1 (configuration not stated)
    -1.2	1	9	0.3
- CC1CN(S(=O)(=O)c2cccc(C(=O)N(CC(N)=O)C(C)C)c2)CC(C)O1 (configuration not stated)
    0.3	-4	2	0.0
- Cc1cc(CC(=O)c2ccc(O)cc2O)c2ncccc2c1
    -2.4	-11	14	0.1
- COc1ccc(S(=O)(=O)N2CCOC2CNC(=O)C(=O)NCc2ccccc2)cc1C (configuration not stated)
    0.1	9	13	0.0
- CCCCCc1c(C)c(C#N)c2nc3ccccc3n2c1NCCN(C)C
    1.0	-18	-9	0.6
- O=C(CCn1c(=O)[nH]c2ccccc2c1=O)NCCc1c[nH]c2ccccc12
    0.6	3	7	0.2
- Cc1nnc(NC(=O)CCCCCN2C(=O)C3C4C=CC(C4)C3C2=O)s1 (configuration not stated)
    0.7	4	9	0.3
- O=C(CN1C(=O)c2ccccc2C1=O)OC1CCCCC1
    -0.7	-15	1	0.0
- Cc1ccc2nc(C)c(C(=O)N3CCN(c4cccc(C(F)(F)F)c4)CC3)n2c1
    -0.5	5	6	0.1
- C=CCn1c(SCC(=O)OC)nc2sc3c(c2c1=O)CC(C(C)C)OC3 (configuration not stated)
    -0.1	-7	4	0.8
- O=C(NCc1ccccc1)C1CCN(c2ccc(Cl)nn2)CC1
    0.2	4	6	0.3
- Cc1nn(CC(=O)Nc2ccccc2F)c(=O)c2cccn12
    -1.5	2	-1	0.0
- CC(C)N(C(=O)COC(=O)c1cccc(S(=O)(=O)NCc2ccccc2)c1)C(C)C
    0.9	7	14	0.2
- O=C(NCc1ccco1)c1nnc(Cc2ccccc2Cl)o1
    -0.7	-8	-19	-0.2
- COc1cccc(/C=N/NC(=O)C(C)O)c1 (configuration not stated)
    -1.4	-1	-11	0.1

# Some entries already given, limited to TEAD-YAP inh.
structure | TEAD-YAP inh
O=C(CCn1c(=O)[nH]c2ccccc2c1=O)NCCc1c[nH]c2ccccc12 | 3
COc1cccc(/C=N/NC(=O)C(C)O)c1 (configuration not stated) | -1
O=C(CN1C(=O)c2ccccc2C1=O)OC1CCCCC1 | -15
O=C(NCc1ccco1)c1nnc(Cc2ccccc2Cl)o1 | -8
Cc1ccc2nc(C)c(C(=O)N3CCN(c4cccc(C(F)(F)F)c4)CC3)n2c1 | 5

# Next records follow:
# The line under a structure holds: GPR151 activ	TEAD-YAP inh	MITF inh	FBW7 act
- CCC(=O)Oc1ccccc1C1Oc2nc(SC)nnc2-c2ccccc2N1C(=O)CC (configuration not stated)
    -0.8	2	16	0.2
- O=C(NC(c1ccccc1)c1ccsc1)C1CCN(C(=O)c2ccoc2)CC1 (configuration not stated)
    0.2	1	-19	-0.2
- COc1ccccc1C(=O)Nc1cccnc1
    -0.5	-3	16	0.1
- COc1ccc(NC(=O)c2ccccc2NS(=O)(=O)c2ccc(C)cc2)c([N+](=O)[O-])c1
    0.0	-4	21	0.0
- CCOc1ccc(C(=O)NC(C(=O)NCC2CCCO2)C(C)C)cc1 (configuration not stated)
    -1.1	-12	11	0.2
- COc1ccc(Br)cc1C(=O)N/C(=C\c1ccc([N+](=O)[O-])cc1)C(=O)Nc1ccccc1Br
    -0.5	-8	-4	0.0
- Cn1c(=O)c2c(ncn2CC(=O)Nc2cc(C(F)(F)F)ccc2Cl)n(C)c1=O
    -0.4	-8	-2	0.1
- CN(C)CCNC(CC(=O)Nc1ccc(Cl)cc1)C(=O)O (configuration not stated)
    -1.1	4	7	-0.1
- CC[C@@H](Cn1nc(-c2cccs2)ccc1=O)NC(=O)c1ccc2c(c1)OCCO2
    1.6	4	-6	0.0
- Cc1ccc(-c2cnc3c(N4CCN(C)CC4)nccn23)cc1
    -1.0	-41	-1	-0.2

# Three neighbouring compounds from above, quoted:
# The line under a structure holds: GPR151 activ	TEAD-YAP inh	MITF inh	FBW7 act
- CCC(=O)Oc1ccccc1C1Oc2nc(SC)nnc2-c2ccccc2N1C(=O)CC (configuration not stated)
    -0.8	2	16	0.2
- O=C(NC(c1ccccc1)c1ccsc1)C1CCN(C(=O)c2ccoc2)CC1 (configuration not stated)
    0.2	1	-19	-0.2
- COc1ccccc1C(=O)Nc1cccnc1
    -0.5	-3	16	0.1

# (listing goes on)
# The line under a structure holds: GPR151 activ	TEAD-YAP inh	MITF inh	FBW7 act
- Cc1ccc(CN2CCN3C(=O)[C@H]4CCCN4C(=O)[C@H]3C2)s1
    -0.1	-2	-8	-0.1
- CCCCN1C(=O)c2cccc3c(N4CCCC4)ccc(c23)C1=O
    1.1	-15	-7	0.5
- Cc1ccc(S(=O)(=O)N2CCCCC2CCNC(=O)C(=O)NC2CCCC2)cc1 (configuration not stated)
    3.7	4	0	-0.1
- O=C(CSCc1ccc(Cl)cc1)Nc1ccc(S(=O)(=O)N2CCCC2)cc1
    1.9	8	18	0.7
- CC1CC(C)CN(C(=O)c2c[nH]c3ccc(S(=O)(=O)N(C)CCC#N)cc3c2=O)C1 (configuration not stated)
    0.1	-1	0	0.1
- O=C(NC1CCCC1)c1ccc(N2CCC(N3CCCN(c4ncccn4)CC3)CC2)cc1
    -0.9	1	-9	-0.1
- O=C1CCC(CCNCc2cc3c(cc2Cl)OCO3)N1CCc1ccccc1F (configuration not stated)
    -0.7	1	7	-0.1
- CCOc1ccccc1NC(=O)CCc1nnc2ccc(N3CCCC3)nn12
    6.7*	7	6	-0.1
- CCCS(=O)(=O)N1CCN(c2cccc(C)c2C)CC1
    0.8	1	-5	-0.1
- COCCCn1c(C(=O)N(C)Cc2ccccc2)cc2c(=O)n3cccc(C)c3nc21
    4.1	-12	8	1.8
- COc1ccc(OC)c2c1sc(=NC(=O)c1cccc(F)c1)n2C
    -0.4	-1	12	0.1
- COc1ccc(-c2nc(CS(=O)(=O)CC(=O)NC3CCCCCC3)c(C)o2)cc1
    -0.1	-14	-18	-0.1
- O=C(COC(=O)/C=C/c1ccc(Br)o1)NC12CC3CC(CC(C3)C1)C2
    0.5	5	-4	-0.1
